# TRHR PAM: TRH receptor (human) allosteric enhancement; TRHR cells, fluo-8 calcium fluorescence, EC20 TRH enhancement; P34981; AID 493056; enhancement, % at 2 µM; hit rate 0.66% among 360,000; in the data active = enhancement above about 30%; also: 0% is about no effect
#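 TRHR-expressing cells loaded with fluo-8 calcium dye were read kinetically (ex 480/em 530) during compound addition, then stimulated with an EC20 of TRH (10 nM final). Enhancement of the Gq-mediated intracellular calcium response was scored.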
# D2 antagonist: D2 dopamine receptor (human) antagonism | P14416 | HEK293 TREx D2 cells, calcium flux, dopamine EC80 | inhibition, % at 10 µM | hit rate 2% among 340,000 | AID 485344; in the data active = inhibition above about 30%; also: 0% is about no effect
# Target sequence (P14416 whole entry, looked up): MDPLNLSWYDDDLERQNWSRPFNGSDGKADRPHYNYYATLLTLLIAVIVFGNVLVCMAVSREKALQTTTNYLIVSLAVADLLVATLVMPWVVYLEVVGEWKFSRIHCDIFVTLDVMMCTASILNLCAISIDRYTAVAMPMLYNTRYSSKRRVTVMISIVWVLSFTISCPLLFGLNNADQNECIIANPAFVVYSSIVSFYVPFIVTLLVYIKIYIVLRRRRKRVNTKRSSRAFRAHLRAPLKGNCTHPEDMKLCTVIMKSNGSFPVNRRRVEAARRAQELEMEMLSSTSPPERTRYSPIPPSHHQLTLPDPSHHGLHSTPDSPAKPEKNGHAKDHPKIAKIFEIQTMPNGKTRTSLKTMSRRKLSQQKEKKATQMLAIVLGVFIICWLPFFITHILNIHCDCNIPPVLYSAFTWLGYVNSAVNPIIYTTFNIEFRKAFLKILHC
#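 Tetracycline-induced HEK293 TREx cells expressing D2 receptor forced-coupled to calcium signalling, loaded with no-wash calcium dye. Compounds added and calcium flux read 180 s, then dopamine added at EC80 and read a further 180 s.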
# IDH1 R132H inh: inhibitors of human mutant IDH1 R132H; AID 602179; IDH1-R132H enzyme, NADPH consumption, diaphorase/resazurin fluorescence; hit rate 0.093% among 390,000; Potency, µM (highest dose often 76.6 µM), inactives show at the top dose activity change, negative = inhibition, most hits filed as inhibitors; also: potency is read from the fitted curve at half-maximal effect; % is scaled to controls: 0 for no effect and ±100 for the full control effect; nearly all actives have a fitted effect of over 65% in size
# Target sequence (O75874 whole entry R132H, stated change not applied): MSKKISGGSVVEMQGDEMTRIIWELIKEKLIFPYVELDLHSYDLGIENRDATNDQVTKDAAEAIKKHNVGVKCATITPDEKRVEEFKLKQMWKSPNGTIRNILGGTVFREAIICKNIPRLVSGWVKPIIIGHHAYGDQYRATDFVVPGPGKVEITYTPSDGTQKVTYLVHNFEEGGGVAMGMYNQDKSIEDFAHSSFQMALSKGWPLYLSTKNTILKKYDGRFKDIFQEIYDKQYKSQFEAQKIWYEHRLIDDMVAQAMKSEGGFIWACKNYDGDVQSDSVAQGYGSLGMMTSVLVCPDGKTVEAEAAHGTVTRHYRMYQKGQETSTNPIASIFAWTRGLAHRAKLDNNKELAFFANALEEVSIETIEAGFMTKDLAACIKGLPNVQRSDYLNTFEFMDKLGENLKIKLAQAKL
#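 IDH1-R132H (0.5 ug/mL) preincubated 30 min with compound, then NADPH (0.016 mM) and alpha-KG (2 mM) added; 80 min at RT, pH 7.5. Remaining NADPH coupled via diaphorase/resazurin to fluorescence (540/590 nm); concentration-response curves normalized to no-enzyme control.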
# rTrxR1 inhibitor: blocks rat thioredoxin reductase 1; Potency, µM (series often up to 114 µM), without a hit: at the highest dose activity change, negative = inhibition, actives largely listed as inhibitors; recombinant rTrxR1, NADPH fluorescence consumption, selenite substrate; hit rate 1% among 390,000; AID 588453; O89049; also: potency is read from the fitted curve at half-maximal effect; % is scaled to controls: 0 for no effect and ±100 for the full control effect; nearly all actives have a fitted effect of over 65% in size
#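 Rat TrxR1 (90 nM in the dispensed reagent) was pre-reduced with 400 uM NADPH for 5 min at room temperature, then incubated with compound for 15 min. After 400 uM selenite was added, NADPH fluorescence (Ex 340/Em 450 nm) was followed for 8 min.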
# USP1 inh: USP1/UAF1 (human) deubiquitinase inhibition | O94782 | hit rate 0.23% among 390,000 | recombinant USP1/UAF1, Ub-Rhodamine cleavage fluorescence | Potency, µM (top dose mostly 57.1 µM), for inactives: at the highest dose activity change, negative = inhibition, hits mostly inhibitors; also: potency is read from the fitted curve at half-maximal effect; % is scaled to controls: 0 for no effect and ±100 for the full control effect; nearly all actives have a fitted effect of over 60% in size; inactives centre near -12
#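 High-throughput fluorogenic screen: 1nM USP1/UAF1 complex, Ub-Rho substrate 150nM final, 50mM HEPES pH 7.8 with 0.5mM EDTA, 0.1 mg/ml BSA, 1mM TCEP and 0.01% Tween-20.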
# Pin1 inhibitor: inhibitors of human Pin1. Q13526. Pin1 FP peptide displacement, HiFluor488, 10 min. Potency, µM (series often up to 115 µM), inactives show top-dose activity, negative = inhibition, hits mostly inhibitors. hit rate 0.009% among 390,000. AID 504891; active = well fitted inhibition curve with a large enough effect in the polarisation, with a control signal flat, not every such curve was filed as active; inconclusive = small, poorly fitted or top-dose-only effect, or effect the other way, or a change in a side signal; inactive = no such curve, though single readings can be large or run the other way; the % refers to the polarisation; also: potency is read from the fitted curve at half-maximal effect; % is scaled to controls: 0 for no effect and ±100 for the full control effect
# Target sequence (Q13526 whole entry, looked up): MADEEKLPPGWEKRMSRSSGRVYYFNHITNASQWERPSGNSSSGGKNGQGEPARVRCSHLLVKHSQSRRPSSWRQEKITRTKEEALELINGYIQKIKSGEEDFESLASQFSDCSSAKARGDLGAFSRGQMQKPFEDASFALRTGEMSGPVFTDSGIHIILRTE
# TrxR1 substrate: rat thioredoxin reductase 1 substrate activity; purified TrxR1 substrate turnover, NADPH consumption readout; AID 588456; O89049; hit rate 0.01% among 390,000; Potency, µM (top dose mostly 114 µM), for inactives: top-dose activity change, negative = substrate turnover; also: potency is read from the fitted curve at half-maximal effect; % is scaled to controls: 0 for no effect and ±100 for the full control effect; nearly all actives have a fitted effect of over 50% in size
#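 Rat TrxR1, dispensed at 90 nM, was prereduced with 400 uM NADPH (final) for 5 min at ~22 deg C, then incubated with compound 15 min before 400 uM selenite. A first-read NADPH fluorescence drop versus no-compound background flagged substrates.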
# D2 ag: D2 dopamine receptor (human) agonism. HEK293 T-REx D2 cells, calcium flux agonist mode. P14416. activation, % at 2 µM. hit rate 0.53% among 340,000. AID 485358;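 active = activation over 3 SD above normal in the single-dose calcium agonist read, cut at about 30% in these data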; also: 0% is about no effect
#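 Tetracycline-induced HEK293 T-REx cells with force-coupled D2 receptor, plated overnight at 30 C, loaded with no-wash calcium dye. After a 10 s baseline, compound was pin-added and calcium flux read kinetically for 180 s; calcium rises flagged agonists.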
# TRHR agonist: agonists of human TRH receptor | P34981 | TRHR cells, calcium flux fluo-8, FDSS agonist mode | activation, % at 2 µM | hit rate 0.18% among 360,000 | AID 493084; in the data active = activation above about 30%; also: 0% is about no effect
#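 In this calcium-flux screen, cells bearing human TRHR are dye-loaded with fluo-8, baselined for 10 cycles, then exposed to library compounds; positive kinetic calcium responses during the agonist phase mark hits, with TRH as control.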
# * marks the source's active call; other numbers are inactive results; ? = inconclusive; · = not tested or not shown; [ ] = dose if it differs, or a comment. Unless noted, calls follow the shape of the dose curve; as a rule, active = well fitted inhibition curve with a large enough effect; inconclusive = small, poorly fitted or top-dose-only effect; inactive = no such curve, though single readings can be large or run the other way.
SMILES,TRHR PAM,D2 antagonist,IDH1 R132H inh,rTrxR1 inhibitor,USP1 inh,Pin1 inhibitor,TrxR1 substrate,D2 ag,TRHR agonist
CCOc1ccc(Nc2nc(NCc3ccco3)nc(N)c2[N+](=O)[O-])cc1,28,-2,5%,37%[activator][11.4 µM],-4%,-11%,-11%[11.4 µM],0.2,0.0
CC1=C(c2ccc(F)cc2)S(=O)(=O)NC1=NCc1ccccc1Cl,6,·,16%,10%[57.1 µM],-30%,1%,-1%[57.1 µM],0.0,-0.6
CCOCCCn1c(SC(C(=O)Nc2cc(C)ccc2C)c2ccccc2)nnc1-c1ccc(Cl)cc1 (centres undefined),-2,-11,5%,0%,-17%,5%,-9%,-0.1,0.2
O=C(COc1ccccc1)NNC(=O)c1ccc(Cl)cc1,0,4,-4%,9%,-20%,3%,-3%,-0.6,0.7
COc1ccccc1CNC(=O)c1cc2c(=O)oc3ccc(C)cc3c2s1,-4,·,-9%,9%,?,-1%,13%,-0.6,0.0
Cn1cccc1/C=N/N1CCN(Cc2ccccc2Cl)CC1,-10,0,8%,-26%,-19%,0%,-10%,0.6,0.7
C#CC[N+](CC)(CC)CC#Cc1cccc(Cl)c1,-3,·,7%,14%[57.1 µM],0%,3%,11%[57.1 µM],·,-0.3
C=CCON1C(=O)c2ccccc2C1=O,3,10,2%,-2%,-1%,5%,2%,0.4,-0.2
CCOC(=O)c1sc(NC(=O)c2ccc(C)s2)cc1C,4,18,7%,14%,-12%,0%,45%[activator],0.3,-0.3
COc1ccccc1/C=C/CN1CCC(n2nccc2NC(=O)C2CC2)CC1,-1,-15,-8%,-5%,-14%,1%,0%,0.4,-0.1
COc1cccc(-c2nc(CS(=O)(=O)CC(=O)Nc3ccc(C)c(Cl)c3)c(C)o2)c1,-9,·,7%,23%,-11%,-5%,6%,0.5,-0.5
CC(=O)Nc1ccccc1OCc1nnc(-c2ccccc2Cl)o1,3,-1,-2%,9%[57.1 µM],-32%,-3%,-8%,-0.2,0.7
NC(=O)Cn1cnc2c(nnn2-c2ccc(F)cc2)c1=O,1,12,0%,9%,-19%,19%,0%,0.6,0.4
CCOC(=O)C1CCN(C(=O)C(C)Oc2ccc(C(=O)c3ccccc3)cc2)CC1 (centres undefined),-2,4,0%,12%,-21%,-6%,4%,-0.2,-0.2
COC(=O)C1CCN(S(=O)(=O)c2ccc(N3CCCCS3(=O)=O)cc2)CC1,6,·,28%,17%[57.1 µM],12%,-7%,1%[57.1 µM],0.6,1.3
COc1ccc(OC)c2sc(NC(=O)c3ccc(S(=O)(=O)N4CCCC4)cc3)nc12,2,·,12%,17%[57.1 µM],-30%,-1%,2%[57.1 µM],1.8,0.1
CC1(C)CC(=O)C2=C(C1)N(c1ccc(F)cc1)C(=O)C2(O)C(F)(F)F (centres undefined),1,4,-2%,-12%,-5%,-4%,-14%,-0.6,0.5
CCc1ccc(NC(=O)c2ccc(F)c(S(=O)(=O)N3CCN(c4cc(C)ccc4C)CC3)c2)cc1,1,·,-16%,15%[57.1 µM],-10%,6%,-2%[57.1 µM],0.0,0.3
Fc1ccc(C2CC(c3ccccc3)n3ncnc3N2)cc1 (centres undefined),6,-28,1%,11%[57.1 µM],-31%,-3%,10%[57.1 µM],-0.3,0.6
CSc1nnc(COc2ccc(C)cc2)n1N,5,-16,2%,5%[57.1 µM],-6%,-4%,5%[57.1 µM],-1.0,-0.4
O=C(CNC(=O)c1ccccc1)NCC(=O)OCc1ccccc1Cl,13,-5,9%,21%[57.1 µM],-15%,2%,7%[57.1 µM],0.1,-0.9
CSCCC(NC(=O)C1CCC(C)CC1)C(=O)O (centres undefined),-1,14,-4%,0%,-19%,2%,2%,0.2,-0.9
Cc1cc(Cl)ccc1OCC(=O)NCCCN1CCOCC1,-8,5,-1%,4%,-22%,-2%,0%,0.7,-0.8
O=C(O)c1ccc(OCCN2CCCC2=O)cc1,-3,10,7%,3%[57.1 µM],-4%,-13%,4%[57.1 µM],-0.2,-0.3
O=C(COCc1cc(-c2ccc3c(c2)OCO3)on1)NCc1ccccc1Cl,0,·,9%,-14%,?,24%,-3%,-0.6,0.5
Cn1c(-c2sc3cc(C(F)(F)F)cnc3c2-c2ccccc2)n[nH]c1=S,2,-10,-3%,-10%[57.1 µM],-7%,-2%,-14%,0.3,-0.6
Cc1c(O)nc(SCC(=O)Nc2ccc3c4c(cccc24)CC3)n(-c2ccc(F)cc2)c1=O,3,2,1%,9%[57.1 µM],-9%,7%,3%[57.1 µM],0.8,0.1
Cc1ccc(S(=O)(=O)NC(C)(C)CN2CCNCC2)cc1,-1,-2,-2%,-30%,-7%,-4%,2%,-0.3,-0.1
CS(=O)(=O)N1CCC(n2c(C(F)(F)F)nc3cccnc32)CC1,-8,·,-15%,2%[57.1 µM],-13%,3%,0%[57.1 µM],0.2,0.1
CCN(CC)S(=O)(=O)c1ccc2nc(NC(=O)c3ccc(Br)o3)sc2c1,4,·,·,2%[57.1 µM],-25%,-13%,-1%[57.1 µM],·,0.3
c1ccc(NC2=NCCN2CCC2CCCC2)cc1,-2,20,0%,1%,-21%,-6%,-6%,-0.6,-0.2
CC(=O)Nc1nonc1-c1nnc(SCc2ccc(Cl)cc2)n1C,-1,·,5%,6%,-19%,0%,4%,-0.3,-2.0
O=C(C1=C(O)C(=O)N(CCN2CCOCC2)C1c1ccc(F)cc1)c1cccs1 (centres undefined),-8,0,4%,-9%,-24%,-2%,-8%,-0.8,0.1
CC1Cc2ccccc2N1S(=O)(=O)c1cnc(Cl)c(Br)c1 (centres undefined),5,·,-5%,-1%,-11%,3%,-4%,·,-0.2
Cc1ccc(-n2nc3c(=O)n(CC(=O)NCc4ccccn4)nc(C)c3c2C)cc1,-2,-5,4%,15%,-19%,-6%,6%,52*,-0.9
COC(=O)c1sccc1NC(=O)c1ccc(OC)c([N+](=O)[O-])c1,-4,6,0%,5%[57.1 µM],?,-6%,-15%,1.3,0.5
CC(C)C[C@H](NC(=O)N1CCn2c1nc1ccccc12)C(=O)NCc1ccco1,0,·,0%,3%,-16%,-2%,-1%,·,-0.3
Cc1cc(-c2ccc(Br)s2)nc(-n2cccc2)n1,0,11,10%,14%[57.1 µM],-10%,24%,-6%[57.1 µM],-0.9,-0.4
CCc1ccc(/C(C)=N/NC(=O)CNC(=O)/C=C/c2ccco2)cc1,·,·,3%,?,-7%,·,4%,·,·
COc1ccc(CC(=O)N/N=C/c2ccc(C)s2)cc1,·,·,5%,13%[57.1 µM],-13%,2%,-17%[57.1 µM],·,·
Cc1ccc(NC(=O)OCCN2CCN(Cc3ccccc3)CCC2=O)cc1C,5,-9,8%,6%,-15%,1%,1%,0.5,-0.5
CCOC(=O)N1CCC(NC(=O)c2cc(C(=O)Nc3ccc(OC)c(OC)c3)ccc2CO)CC1,-8,-17,2%,18%[57.1 µM],-17%,0%,4%[57.1 µM],-2.3,-0.3
Cc1cc(C(=O)CSc2nnc(Nc3ccccc3)s2)c(C)n1CC1CCCO1 (centres undefined),11,-10,2%,-14%,-14%,?,-5%,0.0,-0.3
COCC(C)n1c(SCC(=O)N(C)C2CCS(=O)(=O)C2)nc2ccccc2c1=O (centres undefined),-2,22,7%,7%[57.1 µM],-12%,1%,8%[57.1 µM],-0.2,-0.5
CC(=O)Nc1cc2nc(C)n(Cc3ccccc3)c2nc1C,4,5,5%,26%,-24%,19%,8%,0.0,-0.5
CCCOc1ccc(/C(O)=C2\C(=O)C(=O)N(CCCOC)C23C(=O)N(C)c2ccccc23)cc1 (centres undefined),2,-8,1%,-10%,-21%,-2%,-14%,0.2,-0.4
CS(=O)(=O)c1ccc2nc(NC(=O)c3cc(-c4ccccc4)nn3-c3ccccc3)sc2c1,3,-6,-1%,75%[activator],-16%,?,33%[activator],0.1,0.1
CC(C)CN(C(=O)CN1C(=O)NC(c2ccccc2)(c2ccccc2)C1=O)C1CCS(=O)(=O)C1 (centres undefined),1,12,1%,-7%,-7%,0%,-2%,-1.1,-0.5
CCOCCCNC(=O)C1CCC(CNS(=O)(=O)c2cccc3nsnc23)CC1 (centres undefined),5,-2,4%,19%[57.1 µM],-5%,-1%,8%[57.1 µM],0.4,-0.2
CC(=O)NCCCc1nc2ccccc2n1Cc1c(F)cccc1Cl,-4,9,3%,15%,-12%,-1%,2%,-1.8,-2.0
Cn1ccs/c1=N\S(=O)(=O)c1ccc(Br)cc1,6,-12,-1%,-2%[57.1 µM],2%,4%,8%[57.1 µM],-0.3,0.7
C#CCNC(=O)/C=C/c1ccc(C)cc1,1,40*,-1%,6%[57.1 µM],24%,-11%,3%[57.1 µM],0.0,-0.6
CCNC(=O)CN(c1ccccc1OC)S(=O)(=O)c1cccs1,-7,4,13%,-1%[57.1 µM],-2%,4%,5%[57.1 µM],0.0,0.2
Cc1ccc(NC(=O)C2CCN(S(=O)(=O)c3ccc(F)cc3)CC2)cc1,1,5,-3%,2%,-12%,2%,4%[57.1 µM],0.1,-0.9
COc1ccccc1CC(NC(C)=O)C(=O)NC1CCN(C(=O)c2ccc([N+](=O)[O-])cc2)CC1 (centres undefined),-5,-10,-6%,21%,-9%,-2%,6%,-0.1,-0.3
Cc1ccccc1Nc1ccc2nonc2c1[N+](=O)[O-],-5,14,0%,-6%,-10%,5%,-10%,0.8,-0.3
O=C(O)c1ccc(/C=N/NC(=O)c2cc(-c3ccc4c5c(cccc35)CC4)n[nH]2)cc1,-3,-20,4%,-20%,-19%,?,-1%,-0.6,0.0

# Source: PubChem

# These rows are one share of the data; the hit share may differ from the screen's.
